Compound activity: PubChem, National Center for Advancing Translational Sciences (NCATS)
USP2a inhib: qHTS Assay for Inhibitors of Ubiquitin-specific Protease USP2a; USP2a enzymatic assay, qHTS inhibition; Potency, µM (top dose mostly 38.3 µM), for inactives: at the top dose activity change, negative = inhibition, usual class: inhibitors; actives 0.1% (n = 60,000);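 further: potency means the concentration at half of the fitted maximal effect; nearly all actives have a fitted effect of over 60% in size; plate controls were DMSO for no effect and NEM full inhibition control for full effect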
Target sequence (O75604 whole entry, looked up): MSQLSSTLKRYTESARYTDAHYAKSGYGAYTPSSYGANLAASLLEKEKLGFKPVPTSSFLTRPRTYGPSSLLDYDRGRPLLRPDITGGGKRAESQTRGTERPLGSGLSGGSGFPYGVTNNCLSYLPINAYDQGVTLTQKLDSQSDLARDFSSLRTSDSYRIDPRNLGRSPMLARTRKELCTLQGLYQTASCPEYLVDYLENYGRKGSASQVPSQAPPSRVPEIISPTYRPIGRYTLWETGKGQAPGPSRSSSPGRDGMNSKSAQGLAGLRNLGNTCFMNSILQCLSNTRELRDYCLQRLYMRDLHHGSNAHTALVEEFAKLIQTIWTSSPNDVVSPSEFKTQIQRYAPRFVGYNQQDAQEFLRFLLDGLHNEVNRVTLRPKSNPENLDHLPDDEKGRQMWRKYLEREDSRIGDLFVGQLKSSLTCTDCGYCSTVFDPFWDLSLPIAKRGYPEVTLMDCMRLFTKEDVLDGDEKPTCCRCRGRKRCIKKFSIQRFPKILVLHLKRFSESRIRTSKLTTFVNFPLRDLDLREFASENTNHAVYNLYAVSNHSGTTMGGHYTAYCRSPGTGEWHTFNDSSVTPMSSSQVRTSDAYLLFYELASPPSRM
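Coupled readout: USP2-cleaved Ub-PLA2 (20nM final) turns over NBD C6-HPC (20uM final), Ex 460nm/Em 535nm after 2.5 h, time-zero read flagging artifacts. Enzyme (20nM final, pH 8.0 Tris) given 30 min RT with compound first; NEM defines full inhibition.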
HEK293 cAMP ctrl: qHTS Assay for Agonists of the Thyroid Stimulating Hormone Receptor: Activators of Intracellular cAMP Concentrations in Parental HEK 293 | parental HEK293 CNG cAMP sensor, membrane potential fluorescence | Potency, µM (series often up to 57.1 µM), for inactives: at the highest dose activation, most hits filed as activators | actives 2.5% (n = 73,000); further: potency means the concentration at half of the fitted maximal effect; % of control where 0% means no effect; nearly all actives have a fitted effect of over 55% in size
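Parental HEK 293 cells stably expressing a cAMP-gated CNG channel were loaded with membrane potential dye containing 100 uM RO 20-1724 for 60 min. Compound added for 30 min; depolarization read as fluorescence intensity at 590 nm.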
BRCT PPI green: qHTS Assay for Inhibitors of BRCT-Phosphoprotein Interaction (Green Fluorophore); Breast cancer type 1 susceptibility protein (Homo sapiens), P38398; BRCA1 BRCT-phosphopeptide binding, green fluorescence polarization; Potency, µM (series often up to 76.9 µM), for inactives: top-dose activity change, negative = inhibition, usual class: inhibitors; actives 0.05% (n = 75,000); AID 875, 2007;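 further: potency means the concentration at half of the fitted maximal effect; plate controls were peptide without protein for full effect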
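Compounds were incubated for 12 min at room temperature with a complex of 100 nM fluorescein-tagged pBACH1 decapeptide and 250 nM His-tagged BRCT protein. Buffer was phosphate pH 7.3 with EDTA, DTT and Tween 20. Disruption of binding lowers the polarization signal.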
4MU fluor: qHTS Assay for Spectroscopic Profiling in 4-MU Spectral Region; compound autofluorescence, 340/450 nm, 4-MU equivalents; stronger effect = higher value; max dye-equivalent concentration, M; actives 11% (n = 59,000); in the data active means max dye-equivalent concentration above about 10 nM; inconclusive means mostly about 1.1 nM to 9.6 nM
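Compounds in 100 mM Tris, pH 8.0, incubated 15 min at room temperature, then fluorescence read at 340 nm excitation/450 nm emission. Signal converted to 4-MU dye-equivalent concentration using an on-plate six-point 4-MU standard curve.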
A350 autofl: qHTS Assay for Spectroscopic Profiling in A350 Spectral Region; Compound autofluorescence, 340/450 nm, Alexa 350 dye-equivalents; stronger effect = higher value; max dye-equivalent concentration, M; actives 11% (n = 59,000); AID 590, 2007; in the data active means max dye-equivalent concentration above about 10 nM; inconclusive means mostly about 1.1 nM to 9.6 nM
UbGFP stabilizer: Ubiquitin-GFP Assay; Ubiquitin-GFP reporter cells, proteasome inhibition, GFP fluorescence; response scale: untreated = 0%, 10 µM MG-132 = 100%; Potency, µM (top dose mostly 45.9 µM), inactives show at the highest dose activation (GFP accumulation), usual class: activators; 67,000 tested, under 10 active; AID 526, 2006; active means well fitted activation curve with a large enough effect, not every such curve was filed as active; inconclusive means small, poorly fitted or top-dose-only effect, or another doubt; inactive means no such curve, though single readings can be large or run the other way; further: potency means the concentration at half of the fitted maximal effect
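U2OS Ub(G76V)-GFP reporter; O/N plating, 0.5% FBS; cpd 46 uM–2.9 nM, 4 h, 37 °C; GFP+ cell count, 488/515 nm; norm. to basal vs 10 uM MG-132; CRC fit.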
BRCT PPI red: qHTS Assay for Inhibitors of BRCT-Phosphoprotein Interaction (Red Fluorophore); BRCT-phosphopeptide binding, red fluorescence polarization; Potency, µM (series often up to 76.9 µM), inactives show at the highest dose activity change, negative = inhibition, usual class: inhibitors; actives 0.03% (n = 75,000); AID 892, 2007; further: on the % scale 0 is the no-effect control and ±100 the full control effect
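Rhodamine-labelled pBACH1 10-mer (100 nM) bound to BRCT domain (100 nM) at pH 7.3; compounds incubated 12 min room temperature, polarization read. Free peptide defines full inhibition; unlabelled decapeptide titrated as control.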
Epigenetic mod: qHTS Assay for Epigenetic Modulators; actives 0.09% (n = 68,000); Potency, µM (doses to about 46.1 µM), for inactives: at the highest dose GFP derepression (activation); mouse C127i GFP locus derepression, cytometry, 30 h; AID 597, 2007; further: % of control where 0% means no effect
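Murine C127i mammary cells carrying a silenced, stably integrated CMV-driven GFP reporter were treated with compound for 30 hours at 37 C. After PBS washes, GFP-positive cells were counted by laser-scanning microplate cytometry.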
Caspase-7 inhib: qHTS Assay for Allosteric/Competitive Inhibitors of Caspase-7; Potency, µM (doses to about 57.5 µM), without a hit: at the top dose activity change, negative = inhibition, most hits filed as inhibitors; actives 0.02% (n = 75,000); P55210; recombinant caspase-7, Ac-DEVD-AFC fluorescence rate; active means well fitted inhibition curve with a large enough effect in the main read-out, with a control signal flat, not every such curve was filed as active; inconclusive means small, poorly fitted or top-dose-only effect, or a change in a side signal; further: potency means the concentration at half of the fitted maximal effect; % of control where 0% means no effect
Target sequence (P55210 24-198 limits assumed): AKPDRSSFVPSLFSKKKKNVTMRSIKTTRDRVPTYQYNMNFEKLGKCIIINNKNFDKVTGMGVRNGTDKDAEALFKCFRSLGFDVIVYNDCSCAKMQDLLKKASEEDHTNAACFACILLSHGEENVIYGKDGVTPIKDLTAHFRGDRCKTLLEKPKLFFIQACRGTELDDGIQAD
Target sequence (P55210 207-303 limits assumed): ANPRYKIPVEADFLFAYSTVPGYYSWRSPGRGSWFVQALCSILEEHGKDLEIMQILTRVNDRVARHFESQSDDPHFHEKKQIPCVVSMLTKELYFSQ
Caspase-1 inhib: qHTS Assay for Allosteric/Competitive Inhibitors of Caspase-1 | actives 0.03% (n = 75,000) | Potency, µM (highest dose often 57.5 µM), for inactives: top-dose activity change, negative = inhibition, actives largely listed as inhibitors | P29466 | Caspase-1 enzyme, Ac-WEHD-AFC fluorogenic rate;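 further: potency means the concentration at half of the fitted maximal effect; plate controls were vehicle for no effect and no substrate for full effect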
Fluorescein autfl: qHTS Assay for Spectroscopic Profiling in Fluorescein Spectral Region. Compound autofluorescence, 480/540 nm, fluorescein-equivalent; stronger effect = higher value. max fluorescein-equivalent concentration, M. actives 0.91% (n = 59,000). AID 593, 2007; in the data active means max fluorescein-equivalent concentration above about 10 nM; inconclusive means between about 1.1 nM and that limit
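In this qHTS profile, compound fluorescence was measured with a 480 nm/540 nm filter pair following a 15-min room-temperature incubation in 100 mM Tris (pH 8.0). A six-point fluorescein series on each plate served for normalization.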
* marks the source's active call; other numbers are inactive results; i = inactive; u = inconclusive; x = no result given; [ ] = dose if it differs, or a comment. Unless noted, the call rests on the fitted dose curve; in most records, active means well fitted curve in the direction sought with a large enough effect; inconclusive means small, poorly fitted or top-dose-only effect, or another doubt; inactive means no such curve, though single readings can be large; an effect the other way counts as inactive or inconclusive.

SMILES | USP2a inhib | HEK293 cAMP ctrl | BRCT PPI green | 4MU fluor | A350 autofl | UbGFP stabilizer | BRCT PPI red | Epigenetic mod | Caspase-7 inhib | Caspase-1 inhib | Fluorescein autfl
Cc1noc(C)c1C(=O)N1CCN(C(=O)c2sc3cc(Cl)ccc3c2Cl)CC1 | 24.3% | 8.6% | -0.6% | i | i | -1.7% | -0.8% | 3.4% | -2.6% | -0.7% | i
S=C(NCC1CCCO1)n1nnc2ccccc21 (stereo not drawn) | -3.5% | -8.0% | -1.8% | i | i | -2.1% | -0.7% | 0.0% | -0.1% | -3.4% | i
CCOC(=O)c1ccc(NC(=O)CC2SCCNC2=O)cc1 (stereo not drawn) | 5.6% | 6.9% | -0.8% | i | i | x | -0.3% | 0.0% | 1.4% | -0.6% | u
O=C(NC1CCS(=O)(=O)C1)c1cccc(S(=O)(=O)N2CCOCC2)c1 (stereo not drawn) | -4.2% | 6.6% | -0.8% | i | i | 0.5% | -0.3% | -2.7% | -1.3% | -1.5% | i
O=C(O)CCCCCN=C1CCc2ccccc2N1 | -5.0% | 6.2% | 0.9% | i | i | -7.8% | 2.6% | -2.2% | -0.1% | 2.2% | u
COc1cc(C(=O)OCCCN2CCCN(CCCOC(=O)c3cc(OC)c(OC)c(OC)c3)CC2)cc(OC)c1OC | 21.4%[17.1 µM] | u | 0.6% | i | i | -2.2% | -0.4% | 1.1% | 1.4% | 3.3% | u
NCC1O[C@@H](OC2C(N)C[C@H](N)[C@@H](O[C@H]3OC(CO)C(O)C(N)C3O)C2O)C(O)C(O)C1O (stereo partly drawn) | -6.4% | x | 1.4%[3.08 µM] | x | x | x | 1.2% | x | -0.3% | 0.7% | x
COC(=O)c1ccc(C#CC(NP(=O)(c2ccccc2)c2ccccc2)c2ccccc2)cc1 (stereo not drawn) | x | u | -1.1% | x | x | x | -2.2% | x | -6.6% | -11.6% | x
O=C(CCCn1c(=S)[nH]c2cc3c(cc2c1=O)OCO3)N1CCN(c2ccccn2)CC1 | 29.1% | 1.8% | -2.4% | i | i | -1.7% | 0.2% | 1.5% | -3.0% | -2.4% | i
COc1ccc(-c2noc(CSc3nc4ccccc4c(=O)n3-c3ccccc3)n2)cc1 | 25.6% | 22.4% | -6.1% | i | i | 0.0% | 0.4% | 0.0% | 0.7% | -4.4% | u
Cc1ccc(C(CC(=O)c2ccco2)SCCO)cc1 (stereo not drawn) | -2.3% | -10.8% | 0.1% | u | 1.03e-08M* | 6.5% | 1.2% | 0.0% | -1.0% | 0.1% | i
O=C(O)Cc1ccc2[nH]c3ccc(CC(=O)O)cc3c2c1 | 14.3% | 4.4% | 0.2% | u | u | x | 0.6% | 0.0% | -0.8% | -1.8% | u
CCC(C)(C)n1nnnc1C(c1ccc(C)cc1)N1CCCC1 (stereo not drawn) | 12.5% | 25.1µM* | 0.2% | i | i | 0.0% | 1.0% | -1.3% | 0.4% | 3.1% | i
COc1ccc(C2C(C(=O)N3CCOCC3)=C(C)NC3=C2C(=O)CC(C)(C)C3)c(OC)c1 (stereo not drawn) | 1.6% | 9.3% | -0.6% | 2.32e-06M* | 2.61e-06M* | 1.1% | 0.2% | -4.4% | u | u | i
CCOC(=O)N1CCC(N2CC34C=CC(O3)C(C(=O)Nc3ccc(OCC)cc3)C4C2=O)CC1 (stereo not drawn) | x | -2.2% | -2.6% | x | x | -18.4% | 0.3% | -3.4% | -1.3% | -2.0% | x
CCCN(CCC)CCCNC(=O)c1cc2c(=O)n(C)c3ccccc3c2n1C | x | u | 4.8% | x | x | -14.8% | -4.7% | x | -0.9% | -0.3% | x
CCC(=O)Nc1ncnc2ncn(C(=O)CC)c12 | x | 1.9%[11.4 µM] | 0.0%[15.4 µM] | i | i | 1.2%[9.17 µM] | 0.7%[15.4 µM] | -2.2%[9.22 µM] | 0.6%[11.5 µM] | -0.8%[11.5 µM] | u
CC(=O)Nc1ccc(S(=O)(=O)N2CCC(c3nc4ccc(C)cc4[nH]3)CC2)cc1 | 20.0% | -0.1% | 1.7% | 3.82e-06M* | 7.28e-06M* | 0.0% | -0.1% | -2.3% | 5.1% | -0.4% | i
Cc1cccc(-c2nc(CS(=O)CC(=O)NC3CCCC3)c(C)o2)c1 (stereo not drawn) | x | 15.8% | 0.2% | x | x | -2.9% | -0.4% | x | -0.1% | -0.8% | x
CCOc1ccc(NC2c3ccccc3C(=O)N2Cc2ccco2)cc1 (stereo not drawn) | x | -3.1% | -0.1% | x | x | -2.9% | -1.1% | 1.9% | -3.3% | -1.4% | x
CCS(=O)(=O)N1CCC(C(=O)NCCCOC)CC1 | 0.6% | 18.6% | -1.3% | i | i | 9.1% | -1.1% | -1.2% | 1.5% | -1.8% | i
COc1ccccc1C(=O)N1CCN(c2cccc(Cl)c2)CC1 | -1.5% | u | -3.3% | i | i | -2.1% | -2.3% | -3.4% | -1.6% | -1.8% | u
COCc1cc(=O)n2[nH]c(C)cc2n1 | -3.7% | 0.5% | -0.3% | i | i | 1.3% | 0.5% | -0.1% | 5.9% | 3.0% | u
O=C(CCCCCCCCCCCCC1CCCC1)Nc1ccc(S(=O)(=O)c2ccc(NC(=O)CCCCCCCCCCCCC3CCCC3)cc2)cc1 | 25.1µM* | x | -0.7%[3.08 µM] | x | x | x | 0.8% | x | -0.5% | 1.6% | x
CN1CCCC(OC(=O)COc2ccc(Br)cc2)C1 (stereo not drawn) | -3.0% | 8.3% | -0.6% | i | i | 6.7% | 1.0% | 0.0% | 0.8% | -2.4% | u
O=C(Nc1ccc2nc(-c3ccc(Br)o3)[nH]c2c1)c1ccco1 | 43.6%[activator] | 18.9% | -1.4% | 2.93e-08M* | 3.89e-08M* | x | 1.0% | -2.1% | -4.0% | -1.5% | i
CCCC(c1nnnn1C1CCCC1)N1CCN(C(=O)c2ccco2)CC1 (stereo not drawn) | 4.9% | 15.8µM* | 0.1% | i | i | -2.8% | -0.3% | -5.5% | 1.5% | 0.6% | i
COc1ccc2[nH]c(=O)c(CN(C(=O)c3ccncc3)C(C)(C)C)cc2c1 | 4.9% | -0.4% | 4.2% | 7.18e-08M* | 9.09e-08M* | x | 0.8% | 0.0% | -10.4% | -9.5% | u
O=C(NCc1ccco1)C1CC(=O)N(CCc2ccccc2)C1 (stereo not drawn) | 4.2% | 5.6% | 1.9% | i | i | -2.8% | 1.3% | -2.4% | -1.4% | 1.8% | i
CC(=O)Nc1ccc(S(=O)(=O)NCc2ccc(C(=O)NCc3ccc4c(c3)OCO4)cc2)cc1 | 12.4% | 7.8% | -3.5% | i | i | 8.5% | -0.9% | 0.0% | 0.5% | -2.3% | i
Cc1cc2c(c(=O)n1CCN(C)C)C(c1ccncc1)C(C#N)=C(N)O2 (stereo not drawn) | -7.4% | -3.9% | -3.6% | i | i | 0.0% | -1.2% | 0.0% | -0.4% | -3.0% | u
O=C(O)c1ccc(-c2ccc(O)c(F)c2)cc1 | x | 5.5% | -0.6% | x | x | -6.0% | 0.7% | 0.1% | -2.5% | -0.8% | x
O=C(CSc1nnc2ccccn12)NC(=O)NC1CCCC1 | -3.7% | -0.5% | 0.4% | i | i | -4.9% | 1.0% | 1.0% | 1.5% | -1.5% | i
Cn1c(=O)c2c(nc(CN3CCN(c4ccccc4)CC3)n2CCCc2ccccc2)n(C)c1=O | 31.1%[activator] | u | -0.1% | i | i | -4.3% | -1.1% | 10.3% | 0.1% | -0.1% | u
Cc1c(Cl)cccc1NC(=O)CSc1nnc(C)n1-c1ccccc1 | 6.1% | 7.1% | -2.7% | i | i | -3.2% | -1.3% | 0.0% | 0.1% | 0.7% | i
COc1ccc(N2C(=O)C3CCCN3C2c2ccccc2Cl)cc1 (stereo not drawn) | x | 1.8% | 0.5% | x | x | -4.3% | 0.2% | -3.4% | -1.5% | -4.4% | x
O=C(C1COc2ccccc2O1)N1CCN(c2ccc(F)cc2)CC1 (stereo not drawn) | 7.3% | 15.6% | 1.1% | i | u | 5.2% | -0.6% | 2.3% | -2.3% | 0.7% | u
O=S(=O)(c1ccc2c(c1)OCO2)N1CCN(c2nnnn2-c2ccccc2)CC1 | 2.4% | -4.7% | -0.4% | i | i | -5.8% | -1.8% | -1.2% | 0.3% | 1.2% | u
CCOc1ccc(C2c3c(oc4ccccc4c3=O)C(=O)N2CCCN2CCOCC2)cc1 (stereo not drawn) | 30.3%[activator] | 2.8% | 0.9% | i | u | -0.9% | -0.3% | 0.4% | -4.6% | -2.2% | i
CCOc1ccc2nc(N3CCC(C(=O)N4CCN(C(=O)c5ccco5)CC4)CC3)sc2c1 | x | 0.6% | 1.4% | x | x | 0.2% | 0.8% | 0.0% | -5.3% | -3.1% | x

These rows are one share of the data, so the mix of outcomes need not match the whole.
